# Assay outcomes from PubChem.
# Mtb BioA inh: M. tuberculosis BioA enzyme inhibitors, primary screen, biochemical, plate reader, single point, HTS; hit rate 0.096% among 360,000; inhibition, % at 9.99 µM; 7,8-diaminopelargonic acid synthase BioA (Mycobacterium tuberculosis); purified M. tuberculosis BioA enzyme; in the data active = inhibition above about 40%
# * hit, by the source's call.
SMILES,Mtb BioA inh
COc1cccc(S(=O)(=O)N[C@H]2CC[C@H](CCn3cc(-c4ccccc4OC)nn3)O[C@@H]2CO)c1,4.4
C[C@H](CO)N1C[C@H](C)[C@@H](CN(C)Cc2ccc(C(=O)O)cc2)OCc2ccccc2-c2c(n(C)c3ccccc23)C1=O,0.8
CO[C@@H]1CN(C)C(=O)c2cc(NC(C)=O)ccc2OC[C@@H](C)N(Cc2ccccc2C(=O)O)C[C@H]1C,-3.3
COC(=O)C[C@H]1CC[C@H]2[C@H](COc3ccc(NC(=O)c4cc(F)cc(F)c4)cc3C(=O)N2C)O1,0.0
O=C(C[C@@H]1CC[C@@H]2[C@H](COC[C@H](O)CN2Cc2ccncc2)O1)NCc1ccncc1,1.2
CN1c2ccc(C3=CCCCC3)cc2[C@@H]2[C@@H](CCN2S(=O)(=O)c2ccccc2F)[C@H]1CO,-2.0
CC(=O)N(C)C[C@@H]1Oc2cc(/C=C/c3ccccc3)ccc2S(=O)(=O)N([C@@H](C)CO)C[C@H]1C,-0.5
CCCc1cn(CC[C@@H]2CC[C@@H](NC(=O)C3CCCC3)[C@H](CO)O2)nn1,-1.5
CC(C)C#Cc1ccc2c(c1)O[C@@H](CN(C)C(=O)Cc1ccccn1)[C@H](C)CN([C@@H](C)CO)S2(=O)=O,0.3
CCC(=O)Nc1ccc2c(c1)C(=O)N(C)C[C@@H](OC)[C@H](C)CN(C(=O)COC)[C@H](C)CO2,1.4
COc1ccc(NC(=O)N(C)C[C@H]2OCCCC[C@@H](C)Oc3ccc(NC(=O)Nc4ccccc4)cc3C(=O)N([C@H](C)CO)C[C@H]2C)cc1,-1.3
C/C=C/c1ccc([C@H]2[C@@H](CO)N(C(C)=O)[C@H]2CNC(=O)CC2CC2)cc1,-4.4
COc1ccc(NC(=O)N(C)C[C@@H]2OCCCC[C@@H](C)Oc3ccc(NS(=O)(=O)c4cccs4)cc3C(=O)N([C@H](C)CO)C[C@@H]2C)cc1,-5.8
Cc1ccc(S(=O)(=O)N(C)C[C@H]2Oc3ccc(NC(=O)C4CC4)cc3C(=O)N([C@H](C)CO)C[C@@H]2C)cc1,0.2
C[C@H]1CN([C@@H](C)CO)C(=O)Cc2cc(NC(=O)C3CC3)ccc2O[C@H]1CN(C)Cc1ccc(C(F)(F)F)cc1,3.0
CCCN(C)C[C@@H]1Oc2cc(-c3ccc(C#N)cc3)ccc2S(=O)(=O)N([C@@H](C)CO)C[C@@H]1C,-2.9
COc1ccc(CNC(=O)C[C@H]2CC[C@@H](NS(=O)(=O)c3cccc(OC)c3)[C@H](CO)O2)cc1,2.0
C[C@H](CO)N1C[C@H](C)[C@H](CN(C)C(=O)c2ccccc2)Oc2ncc(Br)cc2C1=O,-0.1
COc1ccc(CN(C)C[C@H]2OCCCC[C@@H](C)Oc3ccc(NC(=O)c4ccncc4)cc3C(=O)N([C@@H](C)CO)C[C@@H]2C)cc1,3.8
CN(C)C(=O)c1ccc(-c2cccc(-c3nc(C(=O)N(C)C)cc4c3[C@@H](CCO)N([S@](=O)C(C)(C)C)C4)c2)cc1,-1.7
C[C@@H]1CCCCO[C@H](CN(C)S(=O)(=O)c2ccc(Cl)cc2)[C@@H](C)CN([C@@H](C)CO)C(=O)c2cc(NS(=O)(=O)c3ccc(F)cc3)ccc2O1,-12
Cc1ccc(S(=O)(=O)Nc2ccc3c(c2)C(=O)N([C@@H](C)CO)C[C@H](C)[C@H](CN(C)C(=O)CCC(F)(F)F)OCCCC[C@H](C)O3)cc1,0.9
CO[C@H]1CN(C)C(=O)c2cc(NC(C)=O)ccc2OC[C@@H](C)N(C(=O)c2ccccn2)C[C@H]1C,-5.2
O=C(N[C@@H]1C=C[C@@H](CC(=O)N2CCOCC2)O[C@@H]1CO)c1cccc(F)c1,0.6
COc1ccc(NC(=O)Nc2cccc3c2O[C@@H](CN(C)CC2CC2)[C@H](C)CN([C@@H](C)CO)C3=O)cc1,-0.2
C[C@H](CO)N1C[C@H](C)[C@@H](CN(C)C(=O)Nc2ccc(F)cc2)Oc2ccc(NC(=O)CCC(F)(F)F)cc2C1=O,-1.3
C[C@@H]1CN([C@H](C)CO)C(=O)Cc2cc(NC(=O)CCC(F)(F)F)ccc2O[C@H]1CN(C)Cc1ccc(-c2ccccc2)cc1,-0.6
CCN(C[C@H]1[C@H](c2ccccc2)[C@H](CO)N1C(C)=O)C(=O)NC(C)C,-3.4
C[C@@H]1CN([C@@H](C)CO)C(=O)Cc2cc(NC(=O)CCCCCC(=O)Nc3ccccc3N)ccc2O[C@H]1CN(C)Cc1ccc(-c2ccccc2)cc1,0.5
O=C(C[C@@H]1C[C@@H]2c3cc(NC(=O)Nc4ccccc4F)ccc3O[C@@H]2[C@H](CO)O1)NCc1ccncc1,0.0

# The final 6 records of the section before come first, to join the parts.
SMILES,Mtb BioA inh
COc1ccc(NC(=O)Nc2cccc3c2O[C@@H](CN(C)CC2CC2)[C@H](C)CN([C@@H](C)CO)C3=O)cc1,-0.2
C[C@H](CO)N1C[C@H](C)[C@@H](CN(C)C(=O)Nc2ccc(F)cc2)Oc2ccc(NC(=O)CCC(F)(F)F)cc2C1=O,-1.3
C[C@@H]1CN([C@H](C)CO)C(=O)Cc2cc(NC(=O)CCC(F)(F)F)ccc2O[C@H]1CN(C)Cc1ccc(-c2ccccc2)cc1,-0.6
CCN(C[C@H]1[C@H](c2ccccc2)[C@H](CO)N1C(C)=O)C(=O)NC(C)C,-3.4
C[C@@H]1CN([C@@H](C)CO)C(=O)Cc2cc(NC(=O)CCCCCC(=O)Nc3ccccc3N)ccc2O[C@H]1CN(C)Cc1ccc(-c2ccccc2)cc1,0.5
O=C(C[C@@H]1C[C@@H]2c3cc(NC(=O)Nc4ccccc4F)ccc3O[C@@H]2[C@H](CO)O1)NCc1ccncc1,0.0
COc1cccc(-c2ccc3c(c2)[C@@H]2[C@@H](CCN2C(=O)c2ccccn2)[C@@H](CO)N3)c1,-1.1
Cc1ccc(S(=O)(=O)N(C)C[C@H]2Oc3ccc(NC(=O)Cc4cn(C)c5ccccc45)cc3CC(=O)N([C@@H](C)CO)C[C@@H]2C)cc1,-0.2
CCNC(=O)C[C@@H]1C=C[C@H](NC(=O)C2CC2)[C@H](CO)O1,-3.9
COc1cccc(-c2ccc3c(c2)O[C@H](CN(C)C)[C@H](C)CN([C@@H](C)CO)S3(=O)=O)c1,-0.9
C[C@H]1CCCCO[C@@H](CN(C)C(=O)NC2CCCCC2)[C@@H](C)CN([C@@H](C)CO)C(=O)c2cc(NC(=O)Nc3cccc4ccccc34)ccc2O1,2.7
C[C@H]1CN([C@@H](C)CO)C(=O)Cc2cc(NC(=O)Cc3cn(C)c4ccccc34)ccc2O[C@H]1CN(C)CC1CC1,2.8
CC(C)NC(=O)N(C)C[C@@H]1Oc2ccc(NC(=O)Nc3cccc4ccccc34)cc2CC(=O)N([C@H](C)CO)C[C@@H]1C,-0.1
COc1ccc(NC(=O)Nc2ccc3c(c2)CC(=O)N([C@H](C)CO)C[C@@H](C)[C@@H](CN(C)C(=O)Nc2ccc(OC)cc2)O3)cc1,-2.4
Cc1ccc(S(=O)(=O)Nc2ccc3c(c2)C(=O)N([C@H](C)CO)C[C@H](C)[C@H](CN(C)S(=O)(=O)c2c(C)noc2C)OCCCC[C@H](C)O3)cc1,1.2
O=C(C[C@@H]1C=C[C@H](NC(=O)c2cccnc2)[C@H](CO)O1)NCc1ccc(Cl)c(Cl)c1,4.6
COC(=O)[C@H]1[C@H](CO)[C@H]2Cn3c(ccc(-c4cccc(F)c4)c3=O)[C@H]2N1S(C)(=O)=O,0.6
Cc1ccc(-c2ccc3c(c2)O[C@@H](CN(C)Cc2ccccc2)[C@@H](C)CN([C@@H](C)CO)S3(=O)=O)cc1,-1.6
CCCN(C)C[C@H]1OCCCC[C@@H](C)Oc2ccc(NC(=O)NC(C)C)cc2C(=O)N([C@H](C)CO)C[C@@H]1C,0.5
C[C@H](CO)N1C[C@H](C)[C@H](CN(C)C(=O)Cc2ccccc2)OCCCC[C@H](C)Oc2ccc(NC(=O)Nc3ccc(F)cc3)cc2C1=O,2.1
COc1ccc(NC(=O)N[C@H]2CC[C@@H](CCNC(=O)CN3CCOCC3)O[C@@H]2CO)cc1,-1.3
C[C@H]1CN([C@@H](C)CO)C(=O)Cc2cc(NS(=O)(=O)c3ccc(F)cc3)ccc2O[C@@H]1CN(C)S(C)(=O)=O,-1.9
O=C(C1CC1)N1CCCCN2[C@H](CO)[C@H](c3ccc(C#CC4CC4)cc3)[C@@H]2C1,-0.8
COc1ccc(NC(=O)N(C)C[C@H]2Oc3ccc(NC(=O)Nc4c(C)noc4C)cc3CC(=O)N([C@H](C)CO)C[C@@H]2C)cc1,-0.1
O=C(Cc1ccncc1)Nc1ccc2c(c1)[C@@H]1C[C@H](CC(=O)NC3CCCC3)O[C@H](CO)[C@@H]1O2,-4.3
O=S(=O)(c1ccccc1)N1CCCCN2[C@H](CO)[C@@H](c3ccc(C#CC4CCCC4)cc3)[C@@H]2C1,-2.5
COc1ccc(C#Cc2cnc3c(c2)C(=O)N([C@H](C)CO)C[C@@H](C)[C@H](CN(C)C(=O)c2ccccc2F)O3)cc1,1.2
C[C@@H]1CCCCO[C@H](CN(C)S(=O)(=O)c2cccs2)[C@@H](C)CN([C@H](C)CO)C(=O)c2cc(NC(=O)CCCN(C)C)ccc2O1,-0.8
CCC(=O)N(C)C[C@@H]1Oc2cc(-c3ccccc3F)ccc2S(=O)(=O)N([C@H](C)CO)C[C@H]1C,1.5
COCC(=O)Nc1ccc2c(c1)[C@@H]1C[C@H](CC(=O)NCc3cc(F)ccc3F)O[C@@H](CO)[C@@H]1O2,-1.4
COc1ccccc1NC(=O)N1C[C@@H]2[C@H](c3ccccc31)[C@H](CO)N2CC1CCOCC1,-0.9
O=C(C[C@@H]1C[C@@H]2c3cc(NC(=O)C4CCC4)ccc3O[C@@H]2[C@@H](CO)O1)NC1CCCCC1,-1.8
CCC(=O)N[C@@H]1C=C[C@@H](CC(=O)NCc2ccccc2OC)O[C@@H]1CO,0.0
COCCNC(=O)C[C@H]1CC[C@@H]2[C@H](COc3ccc(NC(=O)c4cc(C)on4)cc3C(=O)N2C)O1,13
C[C@@H]1CN([C@@H](C)CO)C(=O)Cc2cc(NC(=O)Nc3ccc(C(F)(F)F)cc3)ccc2O[C@@H]1CN(C)Cc1ccc(C(=O)O)cc1,1.2
CN1[C@@H]2Cn3c(ccc(C4=CCCCC4)c3=O)[C@H]1[C@@H](C(=O)NCc1cc(F)cc(F)c1)[C@@H]2CO,27
COC(=O)[C@@H]1[C@@H](CO)[C@@H]2Cn3c(ccc(-c4ccccc4)c3=O)[C@@H]2N1Cc1cccc(F)c1,42*
O=C(C[C@H]1C[C@@H]2c3cc(NC(=O)c4cccnc4)ccc3O[C@@H]2[C@H](CO)O1)NCc1cccc(F)c1,6.7
NCC[C@H]1CC[C@@H](NS(=O)(=O)Cc2ccccc2)[C@H](CO)O1,-6.2
CCCNC(=O)N1C[C@@H](O)COC[C@H]2O[C@H](CC(=O)N[C@@H]3CCN(Cc4ccccc4)C3)CC[C@@H]21,-0.3
Cc1ccc(S(=O)(=O)N(C)C[C@H]2Oc3c(NC(=O)c4ccncc4)cccc3C(=O)N([C@H](C)CO)C[C@H]2C)cc1,-0.1
CN(C)CCCNC(=O)C[C@H]1CC[C@H]2[C@@H](COc3ccc(NC(=O)NC4CCCC4)cc3C(=O)N2C)O1,9.9
CNC[C@@H]1Oc2ccc(NS(=O)(=O)c3ccc(C)cc3)cc2C(=O)N([C@H](C)CO)C[C@@H]1C,-3.0
O=C(c1ccccc1F)N1CC[C@@H]2[C@H](CO)Nc3ccc(C#Cc4ccc(F)cc4)cc3[C@@H]21,-1.1
COc1ccc(S(=O)(=O)N(C)C[C@@H]2Oc3ccc(NC(=O)Cn4cnnn4)cc3CC(=O)N([C@@H](C)CO)C[C@H]2C)cc1,9.7
O=C(Nc1ccc2c(c1)[C@H]1C[C@@H](CC(=O)N3CCOCC3)O[C@H](CO)[C@H]1O2)c1ccc2c(c1)OCO2,0.5
C[C@H](NC(=O)[C@@H]1[C@@H](CO)[C@@H]2Cn3c(cccc3=O)[C@H]1N2CCC(F)(F)F)c1ccccc1,-0.8
O=C(C[C@H]1C=C[C@H](NC(=O)Nc2ccc(C(F)(F)F)cc2)[C@H](CO)O1)NCc1cc(F)cc(F)c1,2.7
CO[C@H](CN(C)C(=O)c1ccc2c(c1)OCO2)[C@H](C)CN([C@@H](C)CO)S(=O)(=O)c1ccc(Cl)cc1,17
COc1cccc(-c2ccc3c(c2)[C@H]2[C@H](CCN2C(=O)c2ccc4c(c2)OCO4)[C@@H](CO)N3C)c1,12
COc1cccc(S(=O)(=O)Nc2ccc3c(c2)C(=O)N(C)C[C@H](OC)[C@@H](C)CN(Cc2ccccc2F)[C@H](C)CO3)c1,-1.6
C[C@H](CO)N1C[C@H](C)[C@H](CN(C)Cc2ccc3c(c2)OCO3)Oc2c(NC(=O)Nc3ccc(C(F)(F)F)cc3)cccc2C1=O,-2.0
C[C@H](CO)N1C[C@H](C)[C@H](CN(C)S(=O)(=O)c2ccc(C#N)cc2)OCc2ccccc2-c2ccccc2C1=O,1.5
CN1C(=O)c2cc(NC(=O)c3cccc(Cl)c3)ccc2OC[C@H]2O[C@H](CC(=O)NC3CCCCC3)CC[C@H]21,-0.6
C[C@H](CO)N1C[C@H](C)[C@H](CN(C)C(=O)Nc2ccc(C(F)(F)F)cc2)Oc2ccc(NC(=O)c3ccncc3)cc2C1=O,0.7
CCC(=O)Nc1ccc2c(c1)C(=O)N(C)[C@H]1CC[C@@H](CC(=O)NC3Cc4ccccc4C3)O[C@@H]1CO2,11

# 3 entries picked at random from those above, as already listed:
SMILES,Mtb BioA inh
CCNC(=O)C[C@@H]1C=C[C@H](NC(=O)C2CC2)[C@H](CO)O1,-3.9
O=C(C[C@@H]1C=C[C@H](NC(=O)c2cccnc2)[C@H](CO)O1)NCc1ccc(Cl)c(Cl)c1,4.6
CC(C)NC(=O)N(C)C[C@@H]1Oc2ccc(NC(=O)Nc3cccc4ccccc34)cc2CC(=O)N([C@H](C)CO)C[C@@H]1C,-0.1

# Only part of the results is shown (hit frequency here may not be typical).
